# Apaf1 inhib: blocks human Apaf-1 apoptosome activity. O14727. reconstituted apoptosome caspase-3 activity, DEVD-Rh110 fluorescence. inhibition, % at 20 µM. hit rate 0.71% among 330,000; active means inhibition of at least 40% at 20 µM;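 further: plate controls were DMSO wells for no effect and DEVD-CHO caspase inhibitor wells for full effect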
#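 System: Apoptosome proteins | Medium: Hepes pH 7.5 with detergent and BSA | Also added: Cytochrome c trigger plus (Z-DEVD)2-Rh110 caspase-3 substrate | Incubation: 30 min compound preincubation, 50 min activation, room temperature | Detection: Rhodamine 110 fluorescence at Ex 480/Em 540 nm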
# SENP6 inh: SENP6 protease inhibition; Q9GZR1; Recombinant SENP6 catalytic domain, aminoluciferin luminescence; inhibition, % at 10 µM; hit rate 1.8% among 330,000; AID 2599;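 active means inhibition above about 50% at the single tested dose, limit read from the data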;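 further: plate controls were DMSO wells with enzyme for no effect and DMSO wells lacking enzyme for full effect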
# Target sequence (Q9GZR1 628-1112 limits assumed): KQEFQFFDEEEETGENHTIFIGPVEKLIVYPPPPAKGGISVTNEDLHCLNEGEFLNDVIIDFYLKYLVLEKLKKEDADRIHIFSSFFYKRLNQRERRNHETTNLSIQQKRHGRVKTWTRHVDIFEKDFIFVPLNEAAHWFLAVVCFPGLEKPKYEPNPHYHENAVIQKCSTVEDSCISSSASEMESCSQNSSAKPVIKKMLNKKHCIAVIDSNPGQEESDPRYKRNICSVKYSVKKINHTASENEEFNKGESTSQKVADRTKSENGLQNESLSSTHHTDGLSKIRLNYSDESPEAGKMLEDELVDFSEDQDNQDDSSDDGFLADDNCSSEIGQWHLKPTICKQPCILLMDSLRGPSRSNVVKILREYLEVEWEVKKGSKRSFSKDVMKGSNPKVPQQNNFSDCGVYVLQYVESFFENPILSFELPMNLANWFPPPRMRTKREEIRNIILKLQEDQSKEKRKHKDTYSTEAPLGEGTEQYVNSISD
# SENP8 block-1: blocks human SENP8 cleavage of Nedd8 substrate. inhibition, % at 20 µM. hit rate 0.64% among 360,000. Q96LD8. AID 602440. recombinant SENP8, Nedd8 substrate fluorescence; in the data active means inhibition mostly above about 40%, no sharp cut-off; inactive means mostly below about 27%
# Target sequence (Q96LD8 whole entry, looked up): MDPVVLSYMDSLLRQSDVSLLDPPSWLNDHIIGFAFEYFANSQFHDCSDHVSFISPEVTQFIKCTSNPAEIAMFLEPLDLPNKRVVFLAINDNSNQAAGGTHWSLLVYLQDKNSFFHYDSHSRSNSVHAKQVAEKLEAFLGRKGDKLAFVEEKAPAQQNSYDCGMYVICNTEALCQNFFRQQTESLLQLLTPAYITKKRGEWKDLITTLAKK
# HKDC1 inh: inhibitors of human hexokinase HKDC1. inhibition, % at 20 µM. hit rate 0.16% among 340,000. recombinant HKDC1, G6PDH/diaphorase resazurin coupled fluorescence. AID 493160;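 active means inhibition above about 35% when tested at 20 µM, limit read from the data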;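 further: plate controls were DMSO wells with enzyme for no effect and DMSO wells lacking enzyme for full effect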
#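 Assay system – recombinant HKDC1 (HK5) hexokinase enzyme, produced in-house · Input – HKDC1 at 5 µg/mL · Reagent – glucose plus 1 mM ATP as hexokinase substrates · Timing – 90 min reaction incubation at room temperature, dark · Measured by – G6PDH/diaphorase-coupled fluorescence, 1 mM NADP, 100 µM resazurin, 525/613 nm · Benchmarks – DMSO-enzyme wells negative, buffer-substituted wells positive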
# SENP8 block-2: inhibitors of human SENP8 protease. inhibition, % at 10 µM. AID 2540. purified SENP8, Z-RLRGG-aminoluciferin cleavage, luminescence. hit rate 1.2% among 330,000; in the data active means inhibition above about 50%
# SENP7 inh: SENP7 protease inhibition; recombinant SENP7, Z-RLRGG-aminoluciferin luminescence, 40 min; hit rate 1.5% among 330,000; inhibition, % at 5 µM;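 active means inhibition above about 50% at the single test dose, limit read from the data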;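 further: plate controls were DMSO with enzyme for no effect and no enzyme buffer wells for full effect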
# SENP1 FRET inh: inhibitors of human SENP1 SUMO protease catalytic domain; Q9P0U3; recombinant SENP1 catalytic domain, CyPet-SUMO1-YPet FRET cleavage; inhibition, % at 10 µM; hit rate 0.21% among 360,000;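 active means inhibition at least 30% at 10 µM, raw YFP signal under a set limit, fluorescence ratio 0.5 to 1.5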;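 further: 0% = enzyme with DMSO and 100% = no enzyme wells; some results filed as inactive read as strong as hits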
# Target sequence (Q9P0U3 419-644 limits assumed): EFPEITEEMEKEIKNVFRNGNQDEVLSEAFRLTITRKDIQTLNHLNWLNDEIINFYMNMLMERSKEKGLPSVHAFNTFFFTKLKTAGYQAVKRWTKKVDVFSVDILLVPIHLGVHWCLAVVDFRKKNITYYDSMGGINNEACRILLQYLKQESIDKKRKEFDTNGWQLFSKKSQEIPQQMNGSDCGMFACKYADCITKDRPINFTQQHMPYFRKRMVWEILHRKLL
#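 Assay system: hSENP1 catalytic domain, recombinant. Amount: SENP1 enzyme, 20 pM final. Schedule: 50 min reaction, RT, dark. Technique: FRET, CFP and YFP emission. Control set: no-enzyme wells low, DMSO-plus-enzyme wells high control.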
# PfGluPho inh: PfG6PD (Plasmodium falciparum) enzyme inhibition | inhibition, % at 20 µM | hit rate 0.78% among 350,000 | PfGluPho enzyme, NADPH resazurin-diaphorase fluorescence;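 active means inhibition reaching at least a set limit at 20 µM in the primary screen, cut at about 59% in these data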;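 further: 0% = DMSO wells with substrate and 100% = DMSO wells lacking glucose-6-phosphate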
# Active calls of the source: *; · = no result given. No enrichment for hits; overall some 3.6% were active at least once.
1) Cc1ccc2[nH]cc(C(=O)CN3CCOCC3)c2c1
2) CC(C)NC(=O)N(C)C[C@H]1Oc2ccc(NS(=O)(=O)c3ccccc3)cc2C(=O)N([C@H](C)CO)C[C@@H]1C
3) COc1cccc(C(=O)COC(=O)c2ccc(NC(=O)c3ccccc3)cc2)c1
4) O=C(CCc1ccccc1Cl)Nc1cc2c(cc1C(=O)O)OCCCO2
5) Cc1ccc(-n2nnnc2Sc2nc([N+](=O)[O-])nn2C)cc1C

Screen / compound no.,1,2,3,4,5
Apaf1 inhib,-5,-5,2,5,-4
SENP6 inh,-9,-9,-9,-7,-9
SENP8 block-1,-1,12,14,5,25
HKDC1 inh,-12,-2,-5,-4,2
SENP8 block-2,-5,3,2,-9,3
SENP7 inh,-3,-12,-4,4,4
SENP1 FRET inh,-16,3,1,1,0
PfGluPho inh,10,3,-6,-3,11

6) Nc1n[nH]c(C2CC2)c1N=Nc1ccc(Cl)cc1
7) c1ccc(-n2ncc3c2ncn2nc(-c4ccco4)nc32)cc1
8) O=C(C1CCC1)N1CCN(S(=O)(=O)c2ccc(Br)cc2Cl)CC1
9) Cc1ccc(NS(=O)(=O)c2cccc(C(=O)N3CCCC(C)C3)c2)cc1 (stereo not drawn)
10) COC(=O)C(NNc1ccc(F)cc1)(NC(=O)c1ccccc1)C(F)(F)F (stereo not drawn)

Screen / compound no.,6,7,8,9,10
Apaf1 inhib,18,11,15,10,·
SENP6 inh,-11,-22,-6,-3,·
SENP8 block-1,24,-287,4,9,13
HKDC1 inh,0,-10,-6,1,-2
SENP8 block-2,-4,11,-9,-3,·
SENP7 inh,1,-4,-7,14,·
SENP1 FRET inh,2,-22,1,0,1
PfGluPho inh,14,2,-8,6,5

11) O=C(Nc1cccs1)Nc1c(F)c(F)c(F)c(F)c1F
12) CCOC(=O)c1c(NC(=O)C2CCCCC2C(=O)O)sc2c1CCCCC2 (stereo not drawn)
13) CCOCCn1ccc2c(OCC(=O)Nc3ccc(OC)cc3OC)cccc2c1=O
14) N#Cc1cnn2c3c(cnc12)C(=O)N1CCc2ccccc2C1C3 (stereo not drawn)
15) COc1ncccc1C(=O)N1CCC(n2nccc2NC(=O)CC(C)C)CC1

Screen / compound no.,11,12,13,14,15
Apaf1 inhib,9,5,15,7,4
SENP6 inh,0,-13,3,10,0
SENP8 block-1,7,-102,-54,-359,-1
HKDC1 inh,-9,0,6,-5,-12
SENP8 block-2,-4,-9,2,-7,7
SENP7 inh,7,2,3,1,1
SENP1 FRET inh,0,1,1,-23,-1
PfGluPho inh,-4,-31,10,-36,15

16) CCOn1c(SC(C)C)nc2ccccc2c1=O
17) COc1ccccc1C(=O)Nn1cnnc1
18) CC(C)(C)Nc1nc(-c2ccccn2)nc2ccccc12
19) CCOc1ccc2c3c(c(=O)oc2c1OCC)CCCC3
20) CCOC(=O)C1=C(C)c2ccccc2N(S(=O)(=O)C(F)(F)F)C1C(=O)OCC (stereo not drawn)

Screen / compound no.,16,17,18,19,20
Apaf1 inhib,8,-11,3,4,11
SENP6 inh,-11,-22,-14,-17,·
SENP8 block-1,19,10,13,-437,-9
HKDC1 inh,-7,0,0,6,21
SENP8 block-2,1,7,-9,-12,·
SENP7 inh,1,1,1,-6,3
SENP1 FRET inh,0,1,0,1,-1
PfGluPho inh,-7,-17,10,14,37

21) O=C(Nc1ccc(Cl)cc1)N1CCC(c2ccccc2)C1 (stereo not drawn)
22) Clc1ccc2nc(CSc3ncn[nH]3)cn2c1
23) COc1ccc(/C=N/N2C(C)CCCC2C)cc1O (stereo not drawn)
24) CCn1cc([N+](=O)[O-])c(C(=O)Nc2ccc3c(c2)OCCO3)n1
25) COc1ccc([N+](=O)[O-])c2c(=O)ccoc12

Screen / compound no.,21,22,23,24,25
Apaf1 inhib,-3,-2,3,-10,-1
SENP6 inh,14,17,-21,-3,-10
SENP8 block-1,38,0,12,8,16
HKDC1 inh,4,2,-2,-8,4
SENP8 block-2,-7,-2,-5,-2,-2
SENP7 inh,7,9,-5,-2,11
SENP1 FRET inh,1,2,1,-2,0
PfGluPho inh,22,1,-6,5,-13

26) N#CCN(C(=O)COC(=O)CCCNC(=O)c1ccc(Cl)cc1)c1ccccc1
27) COc1ccccc1C(=O)NCC(=O)N/N=C/c1cc(Br)ccc1OCc1ccccc1
28) COc1cc(C=Nc2c(C)cc(C)cc2C)ccc1OC(C)=O
29) COc1ccc(-n2c(C)csc2=S)cc1
30) O=C(Nc1ccc(C2CCCCC2)cc1)C1CCN(c2ncccn2)CC1

Screen / compound no.,26,27,28,29,30
Apaf1 inhib,-17,16,0,0,-9
SENP6 inh,5,-2,-1,-7,3
SENP8 block-1,8,12,19,4,-16
HKDC1 inh,-3,15,-2,1,-6
SENP8 block-2,7,-8,1,-4,-15
SENP7 inh,6,5,-5,5,-4
SENP1 FRET inh,1,2,0,3,1
PfGluPho inh,5,32,-2,-9,-8

# Filtered by structure: the compounds so far with a cyano group
14) N#Cc1cnn2c3c(cnc12)C(=O)N1CCc2ccccc2C1C3 (stereo not drawn)
26) N#CCN(C(=O)COC(=O)CCCNC(=O)c1ccc(Cl)cc1)c1ccccc1

Screen / compound no.,14,26
Apaf1 inhib,7,-17
SENP6 inh,10,5
SENP8 block-1,-359,8
HKDC1 inh,-5,-3
SENP8 block-2,-7,7
SENP7 inh,1,6
SENP1 FRET inh,-23,1
PfGluPho inh,-36,5

# (listing goes on)
31) COc1ccc(C(=O)O/N=C(\N)c2ccccc2Cl)cc1OC
32) CCN(Cc1ccncc1)C(=O)c1ccco1
33) Cc1ccccc1-c1nc(CS(=O)CC(=O)NCc2ccccc2)c(C)o1 (stereo not drawn)
34) CCC(=O)Nc1ccc(Nc2ccccc2)cc1
35) O=C(COC(=O)CCc1c[nH]c2ccccc12)Nc1ccccc1C(F)(F)F

Screen / compound no.,31,32,33,34,35
Apaf1 inhib,2,-6,15,3,0
SENP6 inh,-7,3,8,3,-17
SENP8 block-1,17,-2,9,4,12
HKDC1 inh,-4,-5,-5,3,-2
SENP8 block-2,-1,-8,7,-8,-5
SENP7 inh,-1,-9,2,-6,-6
SENP1 FRET inh,1,-3,-2,1,2
PfGluPho inh,-6,4,15,11,9

36) O=C(COc1ccc(F)cc1Cl)Nc1cccc(S(=O)(=O)N2CCCCCC2)c1
37) CC12CCC(C(=O)Nc3nc4ccc(Br)cc4s3)(OC1=O)C2(C)C (stereo not drawn)
38) CC(NC(=O)c1cccc(Cl)c1)C1CC2CCC1C2 (stereo not drawn)
39) COc1ccc(C(=O)OCc2cc(C)ccc2C)cc1S(=O)(=O)N1CCCC1
40) S=C(Nc1ccccc1)N1CCN(Cc2ccccc2)CC1

Screen / compound no.,36,37,38,39,40
Apaf1 inhib,6,3,13,6,-3
SENP6 inh,-8,-3,-34,11,-6
SENP8 block-1,8,3,7,11,21
HKDC1 inh,3,0,-4,0,-2
SENP8 block-2,-8,-3,-1,7,2
SENP7 inh,3,-6,-7,0,3
SENP1 FRET inh,1,0,-2,1,8
PfGluPho inh,-7,6,3,6,4

41) Cc1nc(SCC(=O)O)c(C#N)c(C)c1CC(=O)c1ccccc1
42) Cc1ccc(-c2nc(-c3cccnc3)sc2CC(=O)Nc2ccc(C)c(Cl)c2)cc1
43) O=S(=O)(O)c1ccc2c(c1)C(C(Cl)(Cl)Cl)OC(C(Cl)(Cl)Cl)O2 (stereo not drawn)
44) Cc1c(NC(=O)COC(=O)c2c3c(nc4ccccc24)CCCC3)c(=O)n(-c2ccccc2)n1C
45) COC1=C(Nc2ccccc2OC)C(=O)c2ccccc2C1=O

Screen / compound no.,41,42,43,44,45
Apaf1 inhib,0,19,·,1,54*
SENP6 inh,-6,-22,·,3,40
SENP8 block-1,15,-36,15,12,-326
HKDC1 inh,-6,5,-1,-10,8
SENP8 block-2,12,-7,·,-3,12
SENP7 inh,7,-8,·,-7,23
SENP1 FRET inh,1,-30,2,-3,6
PfGluPho inh,16,25,-52,8,14

46) CSCCC(NC(=O)c1ccccc1)C(=O)NCc1ccco1 (stereo not drawn)
47) O=C(CSc1nnc(CNC(=O)C23CC4CC(CC(C4)C2)C3)n1-c1ccccc1)Nc1ccccc1
48) O=C(COC(=O)/C=C/c1ccc2c(c1)OCO2)NC1CCS(=O)(=O)C1 (stereo not drawn)
49) COC(=O)C(C)Sc1n[nH]c(=S)s1 (stereo not drawn)
50) COc1cc(NC(=S)N2CCC(C(N)=O)CC2)c(OC)cc1Cl

Screen / compound no.,46,47,48,49,50
Apaf1 inhib,-23,24,-9,-1,-14
SENP6 inh,-7,-20,-13,-3,-3
SENP8 block-1,5,21,-430,23,3
HKDC1 inh,-9,-6,-6,-6,-1
SENP8 block-2,-2,-14,-10,-10,-2
SENP7 inh,4,-6,-4,-14,-2
SENP1 FRET inh,3,2,1,1,1
PfGluPho inh,6,3,5,19,7

# Compounds from the list above that contain an aryl methoxy group (13):
3) COc1cccc(C(=O)COC(=O)c2ccc(NC(=O)c3ccccc3)cc2)c1
13) CCOCCn1ccc2c(OCC(=O)Nc3ccc(OC)cc3OC)cccc2c1=O
15) COc1ncccc1C(=O)N1CCC(n2nccc2NC(=O)CC(C)C)CC1
17) COc1ccccc1C(=O)Nn1cnnc1
23) COc1ccc(/C=N/N2C(C)CCCC2C)cc1O (stereo not drawn)
25) COc1ccc([N+](=O)[O-])c2c(=O)ccoc12
27) COc1ccccc1C(=O)NCC(=O)N/N=C/c1cc(Br)ccc1OCc1ccccc1

Screen / compound no.,3,13,15,17,23,25,27
Apaf1 inhib,2,15,4,-11,3,-1,16
SENP6 inh,-9,3,0,-22,-21,-10,-2
SENP8 block-1,14,-54,-1,10,12,16,12
HKDC1 inh,-5,6,-12,0,-2,4,15
SENP8 block-2,2,2,7,7,-5,-2,-8
SENP7 inh,-4,3,1,1,-5,11,5
SENP1 FRET inh,1,1,-1,1,1,0,2
PfGluPho inh,-6,10,15,-17,-6,-13,32

28) COc1cc(C=Nc2c(C)cc(C)cc2C)ccc1OC(C)=O
29) COc1ccc(-n2c(C)csc2=S)cc1
31) COc1ccc(C(=O)O/N=C(\N)c2ccccc2Cl)cc1OC
39) COc1ccc(C(=O)OCc2cc(C)ccc2C)cc1S(=O)(=O)N1CCCC1
45) COC1=C(Nc2ccccc2OC)C(=O)c2ccccc2C1=O
50) COc1cc(NC(=S)N2CCC(C(N)=O)CC2)c(OC)cc1Cl

Screen / compound no.,28,29,31,39,45,50
Apaf1 inhib,0,0,2,6,54*,-14
SENP6 inh,-1,-7,-7,11,40,-3
SENP8 block-1,19,4,17,11,-326,3
HKDC1 inh,-2,1,-4,0,8,-1
SENP8 block-2,1,-4,-1,7,12,-2
SENP7 inh,-5,5,-1,0,23,-2
SENP1 FRET inh,0,3,1,1,6,1
PfGluPho inh,-2,-9,-6,6,14,7

# Screening results deposited in PubChem by Sanford-Burnham Center for Chemical Genomics.
